From PubChem BioAssay
proKLK7 act = activates the human kallikrein-7 zymogen; P49862; purified proKLK7, EDANS-DABCYL substrate fluorescence; 100% is mature enzyme control, 0% vehicle; activation, % at 7 µM; actives 0.9% (n = 370,000); AID 652039;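 active = activation above the mean of all tested compounds plus 3 SD, computed per campaign excluding outliers beyond control limits, cut at about 13% in these data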
Target sequence (P49862 whole entry, looked up): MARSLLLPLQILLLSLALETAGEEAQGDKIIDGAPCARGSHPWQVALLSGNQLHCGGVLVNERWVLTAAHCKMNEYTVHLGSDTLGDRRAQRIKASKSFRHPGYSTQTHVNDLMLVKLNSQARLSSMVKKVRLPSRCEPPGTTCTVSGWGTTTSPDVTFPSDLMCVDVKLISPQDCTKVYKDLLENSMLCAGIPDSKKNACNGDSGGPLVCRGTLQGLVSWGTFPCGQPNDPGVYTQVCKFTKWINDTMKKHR
DDE Tn7 FP inh = DD(E)-Tn7 binding inhibition, primary FP screen; FP displacement of FITC-Tn7 peptide from fibrin DD(E); 0% = median of compound wells per plate; inhibition, % at 8.3 µM; AID 720508; actives 0.13% (n = 370,000); P02675;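 active = inhibition above the mean of compounds falling within the control limits plus 3 SD of them, cut at about 14% in these data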;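 note: 0% = plate median of compound wells and 100% = 10 µM Aha-Tn7 peptide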
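Test system – human fibrin DD(E) · Times – 10 min preincubation, 3 h with tracer, room temperature · Detection – fluorescence polarization of the labelled Tn7 tracer · Measure – percent inhibition normalized to high-control wells · Benchmarks – high control wells with 10 µM unlabelled Aha-Tn7 peptide (full inhibition) · Repeats – singlicate testing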
Tn6 DDE FP = DD(E)-Tn6 binding inhibition, primary FP screen | inhibition, % at 8.3 µM | AID 720509 | Fibrin DD(E) TRITC-Tn6 fluorescence polarization displacement | actives 0.21% (n = 370,000);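 active = inhibition above a per-campaign cutoff: mean of compounds within control limits plus 3 SD, cut at about 15% in these data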;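 note: 0% = median of all compound wells on the plate and 100% = blocking peptide control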
LEDGF integ inh = blocks HIV-1 LEDGF/p75-dependent DNA integration. inhibition, % at 3.7 µM. TR-FRET IN-LEDGF/p75 DNA integration, Eu/Cy5. AID 743269. actives 0.64% (n = 370,000);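 active = inhibition above the screen-wide mean plus 3 SD, cut at about 13% in these data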;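 note: signal is the Cy5 over europium emission ratio at 671 and 618 nm; 0% = plate median of compound wells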
PLCg1 inh = inhibitors of human phospholipase C gamma1; purified PLC-gamma1, fluorogenic substrate, fluorescence; actives 0.84% (n = 370,000); P19174; inhibition, % at 12.2 µM; in the data active = inhibition above about 9.5%
ADAM10 inh = inhibits human ADAM10; recombinant ADAM10, EDANS/DABCYL FRET peptide cleavage, 3 h; O14672; inhibition, % at 7 µM; actives 0.62% (n = 370,000);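 active = inhibition above a per-campaign cutoff equal to the mean of compounds falling between control-based bounds plus 3 SD, cut at about 20% in these data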;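 note: 0% = DMSO wells while the 100% control is not disclosed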
ASAP1 inh = inhibitors of human ASAP1 ArfGAP activity; Q9ULH1; ASAP1-stimulated ARF1 GTP hydrolysis, GDP FP detection; inhibition, % at 16.5 µM; actives 0.19% (n = 360,000); in the data active = inhibition above about 25%;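 note: 0% = vehicle with enzyme and substrate and 100% = no enzyme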
Target sequence (Q9ULH1 325-724 limits assumed): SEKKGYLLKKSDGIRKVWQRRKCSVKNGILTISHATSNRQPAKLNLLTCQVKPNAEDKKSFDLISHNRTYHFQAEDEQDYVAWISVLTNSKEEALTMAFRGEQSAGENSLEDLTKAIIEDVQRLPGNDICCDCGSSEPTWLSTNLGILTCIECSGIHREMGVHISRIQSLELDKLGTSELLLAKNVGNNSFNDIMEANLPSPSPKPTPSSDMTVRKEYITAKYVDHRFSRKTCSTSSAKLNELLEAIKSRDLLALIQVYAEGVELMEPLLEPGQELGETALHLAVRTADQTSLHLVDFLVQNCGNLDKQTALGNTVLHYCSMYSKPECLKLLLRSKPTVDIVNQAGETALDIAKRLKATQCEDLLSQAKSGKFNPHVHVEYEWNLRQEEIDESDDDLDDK
ARFGAP1 inhibitor = inhibitors of rat ARFGAP1 | Q62848 | Arfgap1-stimulated ARF1 GTP hydrolysis, GDP FP detection | inhibition, % at 16.5 µM | actives 0.26% (n = 360,000) | AID 651572;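 active = inhibition above a per-plate limit, mean inhibition of low control wells plus 3 SD, cut at about 25% in these data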;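 note: 0% = DMSO wells with enzyme and 100% = wells lacking Arfgap1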
Target sequence (Q62848 1-136 limits assumed): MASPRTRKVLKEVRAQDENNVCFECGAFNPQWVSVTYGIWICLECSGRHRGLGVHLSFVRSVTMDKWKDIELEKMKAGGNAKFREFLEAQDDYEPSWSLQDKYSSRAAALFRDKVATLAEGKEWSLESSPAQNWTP
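Repeats: one replicate per compound; assay system: rat Arfgap1 catalytic domain, aa 1-136; times: enzyme reaction 120 min at 25 °C after 20 min preincubation; detection: FP of antibody-bound GDP Alexa 633 tracer, ex 620/em 688 nm; benchmarks: high control wells lacking Arfgap1, low control full reaction with DMSO; reagent: human ARF1(Δ1-17)-GTP substrate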
TDP2 absorb = TDP2 (human) inhibition, absorbance primary screen; recombinant TDP2, T5PNP hydrolysis, p-nitrophenol absorbance 415 nm; inhibition, % at 12.8 µM; O95551; AID 720702; actives 0.34% (n = 370,000);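 active = inhibition above the mean of all tested compounds plus 3 SD, set per campaign, cut at about 25% in these data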;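 note: 0% = DMSO with enzyme and 100% = buffer with substrate but no TDP2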
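Assay system: Recombinant human TDP2 | Quantity: 120 nM TDP2 per well | Incubation: 2 h at 37 °C | Signal: Epi absorbance | Evaluation: Percent inhibition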
ADAM17 inh = inhibits human ADAM17; P78536; recombinant ADAM17, EDANS/DABCYL FRET peptide cleavage; inhibition, % at 6.95 µM; actives 0.83% (n = 370,000); AID 720648;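 active = inhibition above the mean of compounds lying between control limits plus 3 SD, set per campaign, cut at about 8.5% in these data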;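 note: 0% = DMSO-only wells as the low control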
An asterisk follows results filed as active; i = inactive; . = no result given. Hits appear at their usual frequency, and some 4.2% of all compounds hit somewhere here.

Start of the listing, in advance:
Compound	proKLK7 act	DDE Tn7 FP inh	Tn6 DDE FP	LEDGF integ inh	PLCg1 inh	ADAM10 inh	ASAP1 inh	ARFGAP1 inhibitor	TDP2 absorb	ADAM17 inh
COC(=O)c1cc(-c2ccccc2)n(CC(=O)O)c1C	0.1	3	-12	1	-2	0	11	4	9	-5
CCOC(=O)CSc1ncc(-c2ccc([N+](=O)[O-])cc2)[nH]1	0.0	-7	4	1	-5	11	9	15	-2	2
Cc1nn(C)cc1CN(C)S(=O)(=O)c1cccc([N+](=O)[O-])c1	-0.2	3	2	-1	3	-3	-20	-1	-6	-2

All compounds of this part, from the first entry:
Compound	proKLK7 act	DDE Tn7 FP inh	Tn6 DDE FP	LEDGF integ inh	PLCg1 inh	ADAM10 inh	ASAP1 inh	ARFGAP1 inhibitor	TDP2 absorb	ADAM17 inh
COC(=O)c1cc(-c2ccccc2)n(CC(=O)O)c1C	0.1	3	-12	1	-2	0	11	4	9	-5
CCOC(=O)CSc1ncc(-c2ccc([N+](=O)[O-])cc2)[nH]1	0.0	-7	4	1	-5	11	9	15	-2	2
Cc1nn(C)cc1CN(C)S(=O)(=O)c1cccc([N+](=O)[O-])c1	-0.2	3	2	-1	3	-3	-20	-1	-6	-2
CCN(CC)C(=O)C(=O)c1cccn1-c1ccc(C#N)cc1	-0.9	-6	0	4	2	11	6	-4	5	-2
COc1ccc(C2(C(=O)NCCc3ccccc3)CCCC2)cc1	-0.2	8	-4	-2	-1	1	1	-10	6	-3
Cc1ccccc1NC(=O)Cn1nc(C)n2cccc2c1=O	-0.2	1	5	-3	-2	-3	-4	-13	3	-7
CCCOC(=O)c1c(N)sc2c1CCC2	3.5	-6	0	2	-17	-9	-7	2	-7	-4
CC(=O)Nc1c(O)nc(SCC(=O)Nc2nnc(CC(C)C)s2)[nH]c1=O	-0.6	2	9	-4	5	2	-6	-6	8	-5
CCCOc1ccc(CNC(=S)Nc2ccccc2)cc1Cl	0.1	-7	1	1	2	9	4	4	-1	4
CCOC(=O)c1ccccc1OC(=O)NNc1ccccc1	0.7	2	1	1	5	-6	-10	1	0	2
CCn1c(C)nc2cc(C(=O)NNS(=O)(=O)c3ccccc3F)ccc21	0.1	-3	-4	4	1	-7	15	-6	8	1
CN(C)c1ccc(N(C)C)c(C(O)(c2ccccc2)c2ccccc2)c1	0.0	-1	-6	1	2	2	-9	-1	3	2
COc1ccc(OC)c(C(=O)COC(=O)c2ccc([N+](=O)[O-])o2)c1	2.1	1	-4	10	-10	0	1	-4	-6	-1
Cc1cc(C)n2nc(SCC(N)=O)nc2n1	0.6	2	-1	1	5	-2	-11	-15	4	1
CC[C@]12c3[nH]c4ccc(OC)cc4c3CCN1C(=O)C(CC(=O)NC/C=C(\C)CCC=C(C)C)C[C@@H]2C(=O)N1CCN(C(=O)C2CC2)CC1 (stereo partly drawn)	0.9	-1	2	-2	-3	-7	1	2	-4	-1
C/C(=N\S(=O)(=O)c1ccc(C)cc1)N1CCN(S(=O)(=O)c2ccccc2)C1C(C)C (stereo not drawn)	0.2	2	2	-2	1	2	2	-6	0	0
CCN(CC)S(=O)(=O)c1ccc(NC(=O)COC(=O)c2ccc(NC(=O)CC#N)cc2)cc1	1.1	-9	0	6	-15	2	0	11	3	2
O=C(Nc1cccc(Cl)c1N1CCCCC1)c1ccc2c(c1)OCCO2	-0.2	1	-2	-2	1	1	-13	-8	-1	-2
CC(C)C[C@@H]1COc2cc(Br)ccc2S(=O)(=O)N1Cc1cn(Cc2ccc(F)cc2)nn1	0.7	2	4	1	0	-9	.	.	0	-4
CNc1oc(-c2ccccc2)nc1C#N	-14	-2	2	-1	-495	i	9	13	6	-318
Cc1cc(C)n2nc(SCC(=O)c3cc(C)n(CC4CCCO4)c3C)nc2n1 (stereo not drawn)	1.3	1	6	-2	-3	-1	-8	13	1	-3
Cc1cc[n+]2c3c(cccc13)CCC2	0.5	-9	0	4	-6	-50	6	0	-11	-12
COc1cc(C)c(Br)cc1S(=O)(=O)NCCCN1CCOCC1	0.8	-5	4	-6	3	-10	12	7	-13	-2
Cn1cc(C(=O)NCc2ccccc2F)cn1	0.0	4	-3	-1	-1	-6	-8	-7	-1	-3
COc1ccc(/C=c2/sc3n(c2=O)C(c2ccccc2OC)C2=C(N=3)c3ccccc3CC2)cc1O (stereo not drawn)	-3.9	0	-6	-1	-100	7	15	11	5	4
Cc1cc(-c2cccc(Br)c2)c(C#N)c(N)n1	-15	8	3	-10	-87	-88	-3	-5	-13	-36
Cc1cc(C)nc(SCCS(=O)Cc2ccc(Cl)cc2)n1 (stereo not drawn)	0.0	-2	6	-1	9	7	-20	8	-10	3
CCOC(=O)c1ccc(NC(=S)Nc2ccccn2)cc1	0.5	-4	-2	1	0	-1	6	6	4	-7
CC(=O)NC12CC3CC(C1)CC(C(=O)OCC(=O)c1cc(C)n(C)c1C)(C3)C2	0.5	-1	-5	-1	-4	-11	1	-9	-3	-3
Cn1cccc1Cc1nnc(SCC(=O)Nc2ccc3c(c2)OCO3)n1-c1ccc(F)cc1	0.0	2	-4	-2	0	-9	-1	8	0	-2
O=C(O)CCCC(=O)N(Cc1ccccc1)Cc1ccccc1	-0.3	2	-12	4	-4	-11	9	8	-4	-3
COc1ccc(NC(=O)COC(=O)c2ccc(-n3nc(C)cc3C)cc2)cc1OC	-1.0	6	4	-1	-2	-14	-4	8	1	-7
COc1ccc(/C=C(/NC(=O)c2ccc([N+](=O)[O-])cc2)C(=O)NC(C)(C)C)cc1	-0.5	-2	3	2	0	1	3	1	-6	1
O=C(CNS(=O)(=O)c1ccccc1)OCC(=O)c1ccc(F)cc1	0.1	-3	0	-2	-3	-3	8	3	7	-4
Cc1cccc(S(=O)(=O)Nc2ccc3c(c2)OCCO3)c1	-0.2	-5	1	3	0	1	5	6	-5	3
Clc1ccc(OCCSc2nnnn2C2CCCCC2)cc1	0.3	2	5	1	-1	-9	1	8	-2	-3
COc1ccc(NC(=O)Cc2nnc(SCC(=O)Nc3cc(C)ccc3OC)n2C)cc1	-0.3	-8	-7	7	7	-1	-15	6	13	3
O=C(NCCCn1ccnc1)/C(=C/c1ccco1)NC(=O)c1cccs1	0.1	3	-8	-2	2	0	-5	-1	-3	-1
CCN(C(=O)COC(=O)/C=C/c1ccc(O)c(OC)c1)C1CCS(=O)(=O)C1 (stereo not drawn)	0.4	4	8	3	-26	-53	-3	-8	3	-17
Cc1ccc(NC(=S)NC(=O)/C=C/c2ccco2)c(O)c1	0.1	-6	-8	2	-12	-3	11	-1	-9	-1
CCn1c(N)c(C(=O)NCc2ccco2)sc1=S	0.0	1	1	-3	7	10	5	10	3	1
COC(=O)c1cc(S(=O)(=O)Nc2cccc(C)c2C)cn1C	-0.4	1	-2	1	6	1	11	-12	8	1
CCc1nccn1S(=O)(=O)c1ccc(Br)cc1Br	0.1	1	6	1	-3	2	3	5	2	-2
CC(C)c1cc(C(=O)O)n[nH]1	0.1	-1	-3	-5	0	-5	-9	-3	-7	1
Cc1ccc(-c2noc(CCC(=O)Nc3ccccc3N3CCN(C)CC3)n2)cc1	0.1	-2	-7	-2	2	8	-8	3	-13	-1
Cc1cc(C)c(C)c(OCCn2ccnc2)c1	0.2	1	9	-1	-1	-7	11	5	-6	-4
COc1ccc(S(=O)(=O)NCC(=O)N(Cc2ccco2)C(C(=O)NC(C)(C)C)C(C)C)cc1 (stereo not drawn)	-0.6	4	6	-3	7	20*	-10	6	-11	0
Cc1nnsc1SCC(=O)O	-0.1	3	2	1	6	-1	1	2	-11	1
COc1ccc(Cl)cc1NC(=O)C(=O)NC1CCCCCC1	-0.3	3	1	4	2	0	-6	-3	4	-1
Cc1cc(F)ccc1S(=O)(=O)N1CCCOC1CNC(=O)C(=O)NCCc1ccco1 (stereo not drawn)	0.1	7	8	-7	-4	0	-8	-3	-4	0
CCOC(=O)N1CCN(C(=O)C2CCCN(S(=O)(=O)c3ccc(F)cc3)C2)CC1 (stereo not drawn)	0.4	7	12	-2	1	-4	-2	1	-4	-2
CC(C)(C)c1ccc(OCC(=O)N2CCN(C=O)CC2)cc1	0.2	1	-3	0	-1	-1	2	-2	-2	-4
Cc1ccc(C(=O)CCC(=O)Nc2ccccc2C)cc1C	0.0	1	-1	3	1	9	0	-1	-3	-3
O=C(Cn1ncc2c3ccccc3n(Cc3ccccc3)c2c1=O)NC1CCCC1	0.0	0	-4	-7	1	-5	-2	9	-11	-4
O=C1N(Cc2cccnc2)C[C@@H]2C[C@@H](c3ccc(-c4ccccc4)cc3)N3CCC[C@@]123	-1.6	-3	-2	-6	-4	-6	-6	0	-17	0
NNC(=O)c1ccc(COc2ccccc2)cc1	-0.2	-1	-3	1	-2	2	2	1	-6	-1
N#Cc1ccccc1NC(=O)c1ccc(-c2ccccc2Cl)o1	0.2	-4	0	0	-6	4	6	9	4	-4
COC(=O)C[C@H](NC(=O)Cn1cc(C)c(=O)[nH]c1=O)C(=O)OC	0.7	4	4	-4	5	-10	9	8	1	-2
CC(=O)Nc1ccc(S(=O)(=O)NC2=NCN(c3ccc([N+](=O)[O-])cc3)CN2)cc1	-0.6	2	-3	0	1	2	-16	-5	5	2
Cc1ccc(C)c(-n2ccnc2SCC(N)=O)c1	-0.2	1	-3	-1	-3	-3	3	3	2	-3

Other results
Compound	proKLK7 act	DDE Tn7 FP inh	Tn6 DDE FP	LEDGF integ inh	PLCg1 inh	ADAM10 inh	ASAP1 inh	ARFGAP1 inhibitor	TDP2 absorb	ADAM17 inh
COc1ccc(S(=O)(=O)N2CCOCC2)cc1NC(=O)CSc1ncnc2ccccc12	0.5	2	4	-1	-22	-11	-14	3	-1	-5
Cc1cccc(N2C(=O)CCC2=O)c1	0.3	-3	5	1	0	0	6	-1	7	-2
Cc1ccc(C)c(N(CC(=O)NC2CCCC2)S(=O)(=O)c2ccccc2)c1	0.2	3	5	1	-3	-4	-13	2	1	0
COCCNC(=S)N1CCCC(CO)C1 (stereo not drawn)	0.3	6	1	1	-2	4	-2	-2	9	4
COc1ccc(S(=O)(=O)N(CCc2ccccc2)CC(=O)O)cc1OC	0.2	-1	5	-1	0	-3	6	-9	6	-5
COCCNC(=O)c1cccc(Nc2nc(-c3ccccc3)c3cc(Cl)ccc3n2)c1	-1.2	6	0	-1	-11	-3	16	2	4	-3
